High-throughput results (PubChem)
aSyn tox rescue: inhibitors of alpha-synuclein toxicity in yeast; S. cerevisiae alpha-synuclein toxicity rescue, BacTiter-Glo growth, 24 h; Potency, µM (series often up to 46.1 µM), without a hit: at the highest dose growth rescue (activation), actives largely listed as activators; 94,000 tested, 0.02% active; AID 1347070; active = well fitted activation curve with a large enough effect; inconclusive = small, poorly fitted or top-dose-only effect; note: 0% is about no effect
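Growth restoration measured by BacTiter-Glo luminescence after 24 hr at 30 deg C; alpha-synuclein yeast, raffinose-pregrown to mid-log, were added at OD600=0.02 in galactose medium onto pinned compounds.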
* = called active by the depositor; ? = inconclusive; & = joins results of further samples; [ ] = dose if it differs, or a comment. Potency is the fitted concentration of half-maximal effect. Some of the compounds tested (hit frequency here may not be typical).

Compound	aSyn tox rescue
CCn1nc(C)c2c(-c3ccccc3)cc(=O)n(C(C)C(=O)NCCc3ccccc3)c21 (configuration not stated)	-25%
CCCNC(=O)c1nc(C)n(-c2cc(Cl)cc(Cl)c2)n1	-2%
CCOc1ccc2[nH]c3c(=O)n(CCC4=CCCCC4)cnc3c2c1	9%
O=C(O)C1(C(=O)O)CCC2(CCCCC2)CC1	4%
COc1ccc(/C=C/C(=O)Nc2ccccc2C(N)=O)cc1S(=O)(=O)N1CCOCC1	1%
CCc1noc(-c2ccc(N3CCCCC3C)c([N+](=O)[O-])c2)n1 (configuration not stated)	-11%
COCC(O)Cn1ccnc1[N+](=O)[O-] (configuration not stated)	-2%
CCOc1ccc(S(=O)(=O)NCCC(=O)NCc2cccnc2)cc1	1%
Cc1ccc(-n2c(SCC(N)=O)nc3c(oc4ccccc43)c2=O)cc1	4%
COc1cc(N(CCCn2cnc3c(SC)ncnc32)CCCn2cnc3c(SC)ncnc32)cc(OC)c1OC	-9%
COc1ccc2c(Sc3ccc(C)cc3)c(C(=O)NC(C)c3ccccc3)[nH]c2c1 (configuration not stated)	-5%
Cc1ccc(NC(=O)C2CCCN(c3nnc(-n4c(C)ccc4C)s3)C2)cc1Cl (configuration not stated)	8%
O=C(Nc1ccc2c(c1)OCCO2)c1c(Cl)cccc1Cl	-9%
CC1=C(C(=O)N2CCOCC2)CC(CC(=O)NCCCCc2ccccc2)C(=O)N1Cc1ccc(F)cc1 (configuration not stated)	4%
COc1ccc2c(c1)C=C(C(=O)NCc1cc(Br)ccc1OC)CO2	11%
Cc1cc(C)cc(NC(=O)Nc2cccs2)c1	4%
CCC(=O)Nc1ccc2nn(-c3ccc(F)cc3)nc2c1	-5%
COc1cc(NC(=S)NC(=O)c2cccs2)ccc1NC(=O)C(C)C	-4%
COC(=O)Cc1ccc(NC(=S)NCCSc2ccc(Cl)cc2)cc1	-5%
CSc1nnc(C2CCCN(CC(=O)Nc3ccccc3N3CCOCC3)C2)n1C(C)C (configuration not stated)	9%

Already shown: entries from further up.
Compound	aSyn tox rescue
O=C(O)C1(C(=O)O)CCC2(CCCCC2)CC1	4%
COc1ccc(/C=C/C(=O)Nc2ccccc2C(N)=O)cc1S(=O)(=O)N1CCOCC1	1%
CCc1noc(-c2ccc(N3CCCCC3C)c([N+](=O)[O-])c2)n1 (configuration not stated)	-11%
COCC(O)Cn1ccnc1[N+](=O)[O-] (configuration not stated)	-2%
CCOc1ccc(S(=O)(=O)NCCC(=O)NCc2cccnc2)cc1	1%
Cc1ccc(-n2c(SCC(N)=O)nc3c(oc4ccccc43)c2=O)cc1	4%
COc1cc(N(CCCn2cnc3c(SC)ncnc32)CCCn2cnc3c(SC)ncnc32)cc(OC)c1OC	-9%
COc1ccc2c(Sc3ccc(C)cc3)c(C(=O)NC(C)c3ccccc3)[nH]c2c1 (configuration not stated)	-5%
Cc1ccc(NC(=O)C2CCCN(c3nnc(-n4c(C)ccc4C)s3)C2)cc1Cl (configuration not stated)	8%
O=C(Nc1ccc2c(c1)OCCO2)c1c(Cl)cccc1Cl	-9%
CC1=C(C(=O)N2CCOCC2)CC(CC(=O)NCCCCc2ccccc2)C(=O)N1Cc1ccc(F)cc1 (configuration not stated)	4%
COc1ccc2c(c1)C=C(C(=O)NCc1cc(Br)ccc1OC)CO2	11%
Cc1cc(C)cc(NC(=O)Nc2cccs2)c1	4%
CCC(=O)Nc1ccc2nn(-c3ccc(F)cc3)nc2c1	-5%

Next part.
Compound	aSyn tox rescue
COc1ccc(C2C(=O)N(C3CCCCC3)CC(=O)N2CCc2ccc(OC)c(OC)c2)cc1 (configuration not stated)	5%
O=S(=O)(Nc1cccc(-c2ccc(N3CCCCCC3)nn2)c1)c1cccc(F)c1	7%
C#CC(C)OCC1CNC(=S)O1 (configuration not stated)	-23%
Cc1cccc(NC(=O)CSc2nc(-c3ccccc3)cc(=O)[nH]2)c1C	0%
Cc1cnc(C(=O)OC(C)C(=O)Nc2cccc3ccccc23)cn1 (configuration not stated)	-48%[inhibitor]
Cc1ccc(SCCC(=O)Nc2cc(C)on2)cc1	-6%
CCOC(=O)N1CCC(NC(=O)c2cnn(-c3cccc(Cl)c3C)c2C2CCN(C(=O)OC(C)(C)C)CC2)CC1	-2%
Cc1ccc2oc(C(=O)Nc3sc4c(c3C(=O)NCc3ccco3)CCC4)cc(=O)c2c1	7%
COc1ccc(Cn2c(C(=O)O)c(CNCc3ccco3)c3ccc(OC)cc32)cc1	7%
Cn1c(=O)c(Sc2ccc(Cl)cc2)c(O)c2ccccc21	8%
Cc1ccc(NC(=O)CSCC(=O)OCc2cc(=O)oc3cc(O)ccc23)c(C)c1	6%
CN(Cc1cnn(C)c1)C(=O)CC1C(=O)NCCN1Cc1cccc(Oc2ccccc2)c1 (configuration not stated)	0%
O=C(CCn1c(=O)sc2ccccc21)NCCN1CCOCC1	9%
Cc1ccc(NC(=O)c2cccc(NC(=O)CCC(=O)O)c2)cc1C	-6%
COc1ccc(CCNc2oc(-c3ccc(OC)c(OC)c3)nc2P(=O)(OC)OC)cc1OC	7%
Cc1ccc2[nH]cc(C(=O)CCl)c2c1	-21%
CCOc1cc(-c2nnc(SCC(=O)NC3CCCCC3)nc2-c2ccc(OC)c(OCC)c2)ccc1OC	4%
COc1ccc(OCC(=O)Nc2ccc3c(c2)nc(CCNC(=O)c2ccco2)n3C)cc1	-4%
CCC(=O)Nc1cccc(NC(=S)NC(=O)c2cc3ccccc3o2)c1	-1%
C=CCc1cccc2cc(-c3nc4ccc(C(=O)O)cc4[nH]3)c(=O)oc12	-12%
CC(C)(CNC(=O)C1c2ccccc2-c2ccccc21)N1CCOCC1	8%
N#Cc1ccc(C(=O)OCC(=O)N2CCCC2)cc1	-5%
C/C(=N\NC(=O)c1ccncc1)c1ccc(N(C)C)cc1	12%
CCOc1ccc(NC2OC(C)C(O)C(O)C2O)c([N+](=O)[O-])c1 (configuration not stated)	-1%
Nc1c2c(nn1-c1ccccc1)CCC2	-10%
CCCN(CC(=O)Nc1ccccc1OC)C(=O)CN1C(=O)NC(C)(C)C1=O	1%
COc1ccccc1NC(=O)Cc1nnc(SCC(=O)Nc2nccs2)n1C	5%
CCCCN1C(=O)CN(C2CCCCCC2)C(=O)C1c1ccc(OC(C)C)c(OC)c1 (configuration not stated)	2%
CCCN(CC(=O)Nc1ccccc1C)C(=O)C1CCN(S(=O)(=O)c2ccc(C)c(C)c2)CC1	3%
CC(=O)c1ccc(Nc2nc(-c3sc(C)nc3C)cs2)cc1	3%
CCOC(=O)C1(CCCc2ccccc2)CCN(C(=O)c2ocnc2C)CC1	1%
COc1ccc([N+](=O)[O-])cc1NC(=O)c1ccc(N2C(=O)CCC2=O)cc1	1%
CCOc1ccc(NC(=O)c2cc3ccccc3cc2O)cc1	-6%
Cc1cc(-c2nc(C)c(-c3nnc(SCC(=O)Nc4cc(Cl)cc(Cl)c4)n3C)s2)no1	-7%
Cn1c(=O)oc2cc(S(=O)(=O)CCC(=O)NCc3ccc(Cl)cc3)ccc21	1%
CCOC(=O)C1=C(N)Oc2c(oc(CO)cc2=O)C1c1ccc(Cl)cc1 (configuration not stated)	-10%
CS(=O)(=O)N1CCc2cc(C(=O)N3CCN(c4ccc(F)cc4)CC3)ccc21	-18%
CN(C)CCN(C(=O)C1CCN(S(=O)(=O)c2cccs2)CC1)c1nc2ccccc2s1	5%
O=S(=O)(c1ccc2nc(Nc3ccc(Br)cc3F)ccc2c1)N1CCCC1	-5%
CC(C)n1nccc1N(Cc1ccc(C#N)cc1)S(=O)(=O)c1ccccc1	-1%
CC1Nc2ccccc2C(=O)N1NS(C)(=O)=O (configuration not stated)	0%
CC(=O)c1ccc(NC(=O)c2cn3c4c(ccc(Cl)c4c2=O)OC(C)C3)cc1 (configuration not stated)	-3%
O=C(CSc1ccccc1Cl)NC1CCCc2ccccc21 (configuration not stated)	16%
CC(=O)N1c2c(cc(Br)cc2S(=O)(=O)Nc2ccc(OC(F)(F)F)cc2)CC1C (configuration not stated)	-7%
CCOc1cc(C(=O)N2CCC(c3ccncc3)CC2)cc(OCC)c1OCC	-11%
Cc1ccc(NC(=O)C2CCCN2S(=O)(=O)c2ccc3c(c2)CCC(=O)N3)cc1Cl (configuration not stated)	0%
COc1ccc(CN2CCCN(CC(=O)Nc3ccc(Br)cc3F)S2(=O)=O)cc1	6%
CCc1ccc(NS(=O)(=O)c2ccc3[nH]c4c(c3c2)CCCCCC4)cc1	?
Cc1ccoc1C(=O)N1CCCCC1C(=O)O (configuration not stated)	10%
Cc1ccc(Cl)c2c1N[C@@H](c1ccc(C(=O)O)cc1)[C@H]1CC=C[C@@H]21	?

More records:
SMILES | aSyn tox rescue
Cc1cccc(N2CCN(C(=O)c3ccc4c(c3)N(Cc3cccc(Cl)c3)C(=O)c3ccccc3S4=O)CC2)c1C (configuration not stated) | 2%
Cc1cc(C)c2oc(-c3cccc(NC(=O)COc4ccc([N+](=O)[O-])cc4)c3)nc2c1 | 5%
O=C(COC(=O)c1ccc(N2CCCC2=O)cc1)c1ccccc1 | -9%
Cc1cccc(-c2nc(C)cc(=O)[nH]2)c1 | -4%
O=C(CCSc1ccccc1)NNC(=O)c1ccccc1F | 1%
COCOCCn1cc(CN2CCS(=O)(=O)N(Cc3ccc(-c4ccncc4)cc3)C(CC(C)C)C2=O)nn1 (configuration not stated) | -7%
CSc1ccccc1NC(=O)c1cc(-c2ccco2)on1 | -15%
CN1CCN(c2nc3c(S(=O)(=O)c4ccc(Br)cc4)nnn3c3ccsc23)CC1 | 5%
Cc1ccc2occ(-c3cc(-c4ccc(F)cc4)nc4c3COc3ccc(F)cc3-4)c(=O)c2c1 | 7%
O=C(Cn1c(=O)oc2ccccc21)Nc1ccc(C(=O)O)cc1 | 4%
CC(C)OC(=O)Nc1ccc(-c2ccc(NC(=O)OC(C)C)cc2Cl)c(Cl)c1 | 6%
Cc1ccc(C)c(CN2CCCN(Cc3ccccc3C)S2(=O)=O)c1 | 6%
CCOCCc1nn2c(=O)cc(COC(=O)c3ccc(NC(=O)C(C)(C)C)cc3)nc2s1 | 10%
Cc1cccc(OCC(=O)Nc2ccncc2)c1 | 4%
O=C(Nc1cccc(Cl)c1Cl)c1cc2nc(-c3ccc(Cl)cc3)cc(C(F)(F)F)n2n1 | 3%
CC1=C(C(=O)OCC2CCCCC2)C(c2cccc(F)c2F)CC(=O)N1 (configuration not stated) | 0%
COc1ccc(NC(=O)c2c(NCc3sccc3C)sc3c2CCCCC3)c(OC)c1 | 28%
Cc1c(C(=O)N2CCCC2)oc2c1-c1nn(CC(=O)NCc3ccccc3F)cc1CC2 | 6%
Cc1ccc(N(C)C(=O)Cn2ncc3c([nH]c4ccccc43)c2=O)cc1C | 10%
CCN1CCN(CCNC(=O)CS(=O)(=O)Cc2nc(-c3ccc(C)cc3)oc2C)CC1 | -6%
CC1CN(S(=O)(=O)c2cccc(C(=O)N(Cc3nnc(-c4ccccc4Cl)o3)C3CC3)c2)CC(C)O1 (configuration not stated) | 9%
CCc1ccc(S(=O)(=O)NCc2cccn2Cc2cccc(C)c2)cc1 | -15%
CCOc1ccc(NC(=O)Cn2cc(C(=O)c3ccccc3)c(=O)c3cc4c(cc32)OCCO4)cc1 | -6%
C[C@@H]1CNC(=O)c2c(C(=O)N[C@H](C)c3ccccc3)ncn21 | 5%
COc1ccc2c(c1)c1c(c(=O)n(Cc3ccccc3)c(=O)n1CC(=O)NCc1ccc(C)cc1)n2C | 3%
Cc1cc(C)n(C(C)CC(=O)Nc2cccc(C(F)(F)F)c2)n1 (configuration not stated) | 3%
CC1CCN(S(=O)(=O)c2ccc3c(c2)N(C)C(=O)CC(=O)N3C)CC1 | -5%&3%
CCOC(=O)C1(C)C=C(Nc2cccc(C)c2)C(=O)N1c1ccccc1 (configuration not stated) | 4%
CCOc1cc(/C=N/NC(=O)c2ccncc2)cc(Br)c1O | 7%
CC(=O)CCC1C2C(O)C(C(C)C)C(OC(=O)/C=C/c3ccccc3)CC12C (configuration not stated) | 4%
S=c1[nH]c(-c2ccccc2)cn1/N=C/c1cccc2ccccc12 | -23%
CCN(CC)CCNc1cc(C)nc2c1C(=O)C(=O)C=C2N1CCCCC1 | -5%
Cc1ccc(NC(=O)CNC(=O)c2cccs2)c(O)c1 | -2%
Cc1[nH]c2ccccc2c1/C=N/NC(=O)CNC(=O)c1cccs1 | 2%
COc1ccc(C(=O)NCCS(=O)(=O)N2CCN(Cc3ccccc3)CC2)cc1 | -12%
COc1ccc(Cn2ccc3nc(C)c(C(=O)Nc4ccc(C)c(F)c4)cc3c2=O)cc1 | -7%
Cc1ccc(S(=O)(=O)N(C)C)cc1NC(=O)c1ccc(OC(F)(F)F)cc1 | -5%
CC(C)(C)C(=O)N1CCC[C@H]1C(O)(c1ccccc1)c1ccccc1 | -13%
CCCS(=O)(=O)N1CCC(C(=O)NCCOC)CC1 | -13%
O=C1NCCN1CCNS(=O)(=O)c1ccccc1[N+](=O)[O-] | 4%
CC(=O)c1ccc(S(=O)(=O)N2CCC(NC(=O)Nc3cccc(F)c3)CC2)cc1 | 2%
C[C@@H]1CN([C@@H](C)CO)C(=O)CCCn2nncc2CO[C@H]1CN(C)C(=O)Nc1ccccc1C(F)(F)F | -7%
COc1cc(/C=C(\C#N)C(=O)NC(C)C)cc(Cl)c1O | -15%
COc1cccc(CNC(=O)c2ccc(CS(=O)Cc3ccccc3Cl)o2)c1 (configuration not stated) | 4%
COc1ccccc1Nc1ncnc2c1nc1n2CCCC1 | 2%
COc1ccc(-c2nc3sc(CCNC(=O)Cc4ccc(Cl)cc4)c(C)n3n2)cc1 | 20%
